Bioassay records from PubChem.
Vif-A3F inh – Vif-A3F binding inhibition | Potency, µM (series often up to 46.1 µM), without a hit: at the highest dose activity, negative = active | 390,000 tested, 0.2% active | AID 602313 | HeLa A3F-eYFP + Vif (tagged APOBEC3F with the HIV-1 protein that degrades it), YFP fluorescence increase; also: potency is read from the fitted curve at half-maximal effect; % of control where 0% means no effect; nearly all actives have a fitted effect of over 65% in size
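Fluorescence increase (Ex 488/Em 500-530) after overnight compound treatment at 37 deg C flags inhibition of Vif-driven A3F-eYFP loss in stable HeLa A3F-eYFP/Vif cells seeded overnight beforehand.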
D1 ag – human D1 receptor agonism. AID 504660. 360,000 tested, 1% active. activation, % at 2 µM. HEK293 T-REx D1 cells, calcium flux, agonist mode; in the data active = activation above about 30%; also: 0% is about no effect
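Agonism was scored from calcium flux recorded over 180 s (1 read/s) after pintool compound addition, following a 10-cycle baseline. Cells were inducible force-coupled HEK293 TREx D1, plated overnight at 30 C and loaded with no-wash calcium dye.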
RXFP1 agonist – RXFP1 (human) receptor agonism; 370,000 tested, 0.3% active; HEK293T-RXFP1 cAMP TR-FRET, 30 min; response scale: percent of porcine relaxin response, buffer zero; Potency, µM (series often up to 57.5 µM), for inactives: at the top dose activation, most hits filed as activators; Q9HBX9; also: potency is read from the fitted curve at half-maximal effect; % is scaled to controls: 0 for no effect and ±100 for the full control effect; nearly all actives have a fitted effect of over 60% in size; many of its hits are not listed in these tables
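cAMP rise read by TR-FRET after 30 min, 37C compound exposure (up to 58 uM) in RXFP1-transfected HEK293 cells with Ro 20174 present. EC50 from Hill-equation fits, with 29 nM porcine relaxin as 100% and buffer as basal.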
Vif-A3G inh – inhibitors of Vif-APOBEC3G interaction. HeLa A3G-eYFP + Vif (tagged APOBEC3G with the HIV-1 protein that degrades it), YFP fluorescence, overnight. Q9HC16. 410,000 tested, 0.076% active. Potency, µM (doses to about 46.1 µM), for inactives: top-dose activity, negative = active, usual class: inhibitors;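 also: potency is read from the fitted curve at half-maximal effect; % is scaled to controls: 0 for no effect and ±100 for the full control effect; nearly all actives have a fitted effect of over 60% in size; hits raise eYFP signal because A3G escapes Vif-driven loss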
Target sequence (Q9HC16 whole entry, looked up): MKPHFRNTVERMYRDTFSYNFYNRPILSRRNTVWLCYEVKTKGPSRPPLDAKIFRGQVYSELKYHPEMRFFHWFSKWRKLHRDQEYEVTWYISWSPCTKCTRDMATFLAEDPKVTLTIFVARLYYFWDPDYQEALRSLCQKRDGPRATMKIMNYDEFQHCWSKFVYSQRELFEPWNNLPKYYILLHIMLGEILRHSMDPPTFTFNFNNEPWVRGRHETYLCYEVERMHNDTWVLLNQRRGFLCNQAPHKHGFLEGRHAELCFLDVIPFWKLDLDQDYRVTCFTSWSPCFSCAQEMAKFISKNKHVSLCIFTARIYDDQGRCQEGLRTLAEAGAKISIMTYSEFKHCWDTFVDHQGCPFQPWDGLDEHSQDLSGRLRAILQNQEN
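Read-out is eYFP fluorescence (Ex 488/Em 500-530) from Vif-expressing HeLa A3G-eYFP cells; more signal means A3G escaped Vif-mediated degradation. Cells plated overnight, compound pinned in, incubated overnight at 37 deg C.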
Glioma ERSR ind – induces the endoplasmic reticulum stress response in human glioma cells; Potency, µM, inactives show top-dose activation, most hits filed as activators; U87-MG GRP78 promoter luciferase reporter, 16 h; 420,000 tested, 0.02% active; AID 602332; also: potency is read from the fitted curve at half-maximal effect; series mostly up to about 76 µM; % of control where 0% means no effect; nearly all actives have a fitted effect of over 35% in size
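Stably transfected U87-MG glioma cells carrying a GRP78-based luciferase sensor; 16 h compound incubation. Luminescence end-point read 10 min after Bright-Glo addition at room temperature.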
D1 antagonist – antagonists of human D1 dopamine receptor; P21728; HEK293 TREx D1 cells, calcium flux, dopamine EC80; stronger effect = lower value; activity change, negative = inhibition, % at 10 µM; 360,000 tested, 3.2% active; AID 504652; in the data active = activity change below about -30%; also: % is scaled to controls: 0 for no effect and ±100 for the full control effect
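After overnight tetracycline induction at 30 C, force-coupled D1 HEK293 cells took up a no-wash calcium dye at room temperature. Compounds were added and monitored 180 s, and the response to EC80 dopamine was then recorded.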
LDHA inh – inhibitors of human lactate dehydrogenase A. P00338. purified LDHA, NADH/diaphorase-resazurin fluorescence; stronger effect = lower value. activity change, % (values are at about 110 or 230 µM). 480,000 tested, 0.15% active; in the data active = activity change below about -30%; inconclusive = mostly about -25% to -30%;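 also: plate controls were DMSO wells for no effect and wells without enzyme for full effect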
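Human LDH5 at 2 nM final in Tris HCl pH 7.4 with 0.06 mM NADH and 0.2 mM pyruvate, reacted 5 minutes at room temperature. Remaining NADH coupled via diaphorase/resazurin; resorufin fluorescence read at 0 and 20 minutes, normalized to enzyme-free and DMSO wells.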
D2 potentiator – positively modulates the human D2 dopamine receptor allosterically. P14416. HEK293 T-REx D2, calcium flux, EC20 dopamine potentiation. AID 485347. potentiation, % at 10 µM. 340,000 tested, 0.34% active;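 active = potentiation over 3 SD above the plate norm, cut at about 30% in these data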; also: 0% is about no effect
Target sequence (P14416 whole entry, looked up): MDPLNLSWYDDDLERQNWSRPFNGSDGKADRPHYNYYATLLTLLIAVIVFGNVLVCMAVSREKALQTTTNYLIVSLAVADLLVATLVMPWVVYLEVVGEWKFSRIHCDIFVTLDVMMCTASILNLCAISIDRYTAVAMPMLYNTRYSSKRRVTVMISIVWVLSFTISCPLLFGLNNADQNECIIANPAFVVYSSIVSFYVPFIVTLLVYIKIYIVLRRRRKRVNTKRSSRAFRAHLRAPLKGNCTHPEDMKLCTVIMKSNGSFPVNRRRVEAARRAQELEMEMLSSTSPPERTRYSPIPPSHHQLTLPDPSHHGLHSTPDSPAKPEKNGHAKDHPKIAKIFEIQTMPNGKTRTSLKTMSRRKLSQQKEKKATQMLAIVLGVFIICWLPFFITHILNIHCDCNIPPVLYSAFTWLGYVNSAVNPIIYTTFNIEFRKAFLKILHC
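Cells plated with tetracycline inducer and held overnight at 30 C; calcium dye loaded 30–90 min at room temperature; baseline taken, compound added and read 180 s; EC20 dopamine then added and read 180 s.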
D1 potentiator – potentiators of human D1 dopamine receptor. P21728. HEK293 TREx D1 cells, calcium flux, dopamine EC20 potentiation. potentiation, % at 10 µM. 360,000 tested, 0.036% active. AID 504651; in the data active = potentiation above about 30%; also: 0% is about no effect
Numbers without * were called inactive. Unless noted, calls follow the shape of the dose curve; as a rule, active = well fitted curve in the direction sought with a large enough effect; inconclusive = small, poorly fitted or top-dose-only effect, or another doubt; inactive = no such curve, though single readings can be large; an effect the other way counts as inactive or inconclusive.

How did CCc1c(C)sc(NC(=S)Nc2cccnc2)c1C(=O)OC do in these assays?
Vif-A3F inh: 0%; D1 ag: 1; RXFP1 agonist: inconclusive; Vif-A3G inh: -4%; Glioma ERSR ind: -6%; D1 antagonist: 5; LDHA inh: -5; D2 potentiator: 1; D1 potentiator: -7

Results for O=C(Nc1ccc(N2CCOCC2)cc1)c1ccccc1SCC(=O)N1CCCC1 ?
Vif-A3F inh: -15%; D1 ag: 2; RXFP1 agonist: -1.1%; Vif-A3G inh: 0%; Glioma ERSR ind: -6%; D1 antagonist: -17; LDHA inh: 0; D2 potentiator: -3; D1 potentiator: -8

Results for NS(=O)(=O)c1ccc(NC(=O)COC(=O)COc2cccc(C(F)(F)F)c2)cc1 ?
Vif-A3F inh: -7%; D1 ag: 2; RXFP1 agonist: -0.5%; Vif-A3G inh: 2%; Glioma ERSR ind: 3%; D1 antagonist: -7; LDHA inh: -10; D2 potentiator: -7; D1 potentiator: 2

What do the screens show for `O=C(/C=C/c1cccc([N+](=O)[O-])c1)NCC1CCCO1` (stereo not drawn)?
Vif-A3F inh: -3%; D1 ag: 8; RXFP1 agonist: 2.4%; Vif-A3G inh: -1%; Glioma ERSR ind: -4%; D1 antagonist: -10; LDHA inh: -4; D2 potentiator: 1; D1 potentiator: -1

How did O=C1c2ccccc2C(O)(Cc2ccccc2)N1C1CCCCC1 (stereo not drawn) do in these assays?
Vif-A3F inh: -1%; D1 ag: 3; RXFP1 agonist: -0.8%; Vif-A3G inh: -2%; Glioma ERSR ind: -2%; D1 antagonist: 1; LDHA inh: -2; D2 potentiator: -6; D1 potentiator: 0

Results for CCOC(=O)C1CCN(S(=O)(=O)c2cn(C)c(=O)n(C)c2=O)CC1 ?
Vif-A3F inh: -2%; D1 ag: 4; RXFP1 agonist: 0.0%; Vif-A3G inh: -5%; Glioma ERSR ind: -3%; D1 antagonist: 3; LDHA inh: -11; D2 potentiator: -2; D1 potentiator: -4

What do the screens show for `Cc1cccc(C)c1NC(=O)C1(NC(=O)C2CCCN2C(=O)OC(C)(C)C)CCCCC1` (stereo not drawn)?
Vif-A3F inh: 1%; D1 ag: 0; RXFP1 agonist: 0.4%; Vif-A3G inh: -5%; Glioma ERSR ind: 0%; D1 antagonist: 20; LDHA inh: -4; D2 potentiator: -12; D1 potentiator: 3

What do the screens show for `CC(C)CNC(=O)CC(c1ccccc1)c1ccccc1`?
Vif-A3F inh: -2%; D1 ag: 1; RXFP1 agonist: 1.0%; Vif-A3G inh: -2%; Glioma ERSR ind: -1%; D1 antagonist: 3; LDHA inh: -2; D2 potentiator: -13; D1 potentiator: 12

How did O=C1CCC(=O)N1OCCOc1ccc(Cl)c2ccccc12 do in these assays?
Vif-A3F inh: 6%; D1 ag: 3; RXFP1 agonist: 9.4%; Vif-A3G inh: 0%; Glioma ERSR ind: 1%; D1 antagonist: 2; LDHA inh: -3; D2 potentiator: 7; D1 potentiator: 0

Results for CC(=O)N1CCCc2cc(S(=O)(=O)N3CCc4ccccc4C3)ccc21 ?
Vif-A3F inh: 3%; D1 ag: 1; RXFP1 agonist: 0.1%; Vif-A3G inh: -1%; Glioma ERSR ind: -2%; D1 antagonist: -6; LDHA inh: -5; D2 potentiator: -6; D1 potentiator: -10

How did CCN(CC)CCN(Cc1cc2cccc(C)c2[nH]c1=O)C(=S)Nc1ccccc1 do in these assays?
Vif-A3F inh: -12%; D1 ag: 4; RXFP1 agonist: 6.0%; Vif-A3G inh: 0%; Glioma ERSR ind: -3%; D1 antagonist: -5; LDHA inh: -6; D2 potentiator: -22; D1 potentiator: -4

Results for CC(=O)Nc1c(C)nn(-c2ccccc2)c1N1CCC(C(=O)NCc2cccc(Cl)c2)CC1 ?
Vif-A3F inh: 0%; D1 ag: -1; RXFP1 agonist: -1.8%; Vif-A3G inh: -4%; Glioma ERSR ind: 0%; D1 antagonist: -25; LDHA inh: -9; D2 potentiator: 0; D1 potentiator: 1

What do the screens show for `C/C(=N/NC(=O)c1ccc2c(c1)OCO2)c1ccc(Br)s1`?
Vif-A3F inh: 0%; D1 ag: 1; RXFP1 agonist: -0.9%; Vif-A3G inh: -1%; Glioma ERSR ind: 1%; D1 antagonist: 10; LDHA inh: -33*; D2 potentiator: -18; D1 potentiator: -2

How did Cc1cc(Nc2ccccc2C)n2nc(Cc3ccc(Cl)cc3)nc2n1 do in these assays?
Vif-A3F inh: 3%; D1 ag: 2; RXFP1 agonist: 0.2%; Vif-A3G inh: 2%; Glioma ERSR ind: -1%; D1 antagonist: -11; LDHA inh: -5; D2 potentiator: 10; D1 potentiator: 2

What do the screens show for `Cc1nc(N2C(=O)C(=O)/C(=C(/O)c3ccccc3)C2c2ccco2)sc1C` (stereo not drawn)?
Vif-A3F inh: -3%; D1 ag: 1; RXFP1 agonist: 11%; Vif-A3G inh: -4%; Glioma ERSR ind: 10%; D1 antagonist: 8; LDHA inh: 6; D2 potentiator: -1; D1 potentiator: -4

Results for CCOC(=O)C1CCN(S(=O)(=O)c2ccc(-c3nc4ccccc4s3)s2)CC1 ?
Vif-A3F inh: 6%; D1 ag: 2; RXFP1 agonist: 5.3%; Vif-A3G inh: -16%; Glioma ERSR ind: 3%; D1 antagonist: -2; LDHA inh: -4; D2 potentiator: -9; D1 potentiator: -4

How did O=C(Nc1ccc(N2CCN(Cc3ccccc3F)CC2)cc1)c1ccccc1[N+](=O)[O-] do in these assays?
Vif-A3F inh: 13%; D1 ag: 3; RXFP1 agonist: -0.6%; Vif-A3G inh: 0%; Glioma ERSR ind: 3%; D1 antagonist: -1; LDHA inh: 3; D2 potentiator: 4; D1 potentiator: -6

Results for CC(=O)Nc1cccc(NC(=O)CSc2nnnn2Cc2ccccc2)c1 ?
Vif-A3F inh: inconclusive; D1 ag: 4; RXFP1 agonist: 2.4%; Vif-A3G inh: 1%; Glioma ERSR ind: 0%; D1 antagonist: -13; LDHA inh: 0; D2 potentiator: -1; D1 potentiator: -6

How did Cc1c(C(=O)N2CCN(c3cccc(Cl)c3)CC2)cccc1[N+](=O)[O-] do in these assays?
Vif-A3F inh: -1%; D1 ag: 3; RXFP1 agonist: -0.9%; Vif-A3G inh: 8%; Glioma ERSR ind: -2%; D1 antagonist: -11; LDHA inh: 0; D2 potentiator: 15; D1 potentiator: 10

How did Cc1ccc2nc(-c3ccc(SCC(=O)Nc4cc(C)on4)nc3)[nH]c2c1 do in these assays?
Vif-A3F inh: 3%; D1 ag: 3; RXFP1 agonist: 0.2%; Vif-A3G inh: -8%; Glioma ERSR ind: -4%; D1 antagonist: -40*; LDHA inh: -10; D2 potentiator: -5; D1 potentiator: -4

How did CCN1CCN(S(=O)(=O)c2ccc(-c3cc(C)no3)s2)CC1 do in these assays?
Vif-A3F inh: -1%; D1 ag: 3; RXFP1 agonist: 0.2%; Vif-A3G inh: 2%; Glioma ERSR ind: 0%; D1 antagonist: -3; LDHA inh: -4; D2 potentiator: -2; D1 potentiator: 0

How did CC(C)COc1ccc(/C(O)=C2/C(=O)C(=O)N(CCN(C)C)C2c2ccncc2)cc1 (stereo not drawn) do in these assays?
Vif-A3F inh: 5%; D1 ag: 3; RXFP1 agonist: 2.3%; Vif-A3G inh: 3%; Glioma ERSR ind: -3%; D1 antagonist: -8; LDHA inh: -8; D2 potentiator: -2; D1 potentiator: 3

How did Cc1nc2ccc(NS(=O)(=O)c3ccc4c(c3)OCCO4)cc2s1 do in these assays?
D1 ag: 25; RXFP1 agonist: 1.5%; Vif-A3G inh: -1%; Glioma ERSR ind: 0%; D1 antagonist: -31*; LDHA inh: 1; D2 potentiator: 22; D1 potentiator: -3

Results for COC(=O)C1CCN(C(=O)CSc2nnc(-c3ccncc3)o2)CC1 ?
Vif-A3F inh: -3%; D1 ag: 3; RXFP1 agonist: 0.1%; Vif-A3G inh: -1%; Glioma ERSR ind: -2%; D1 antagonist: -7; LDHA inh: -3; D1 potentiator: -3

How did CN(C(=O)c1ccc(OC2CCN(CCc3ccccc3)CC2)cc1)C1CCOCC1 do in these assays?
Vif-A3F inh: 1%; D1 ag: 0; RXFP1 agonist: -0.4%; Vif-A3G inh: 2%; Glioma ERSR ind: -4%; D1 antagonist: 7; LDHA inh: -4; D2 potentiator: -10; D1 potentiator: -6

Results for Cc1ccccc1CNC(=O)Nc1cccs1 ?
Vif-A3F inh: 2%; D1 ag: 5; RXFP1 agonist: 1.4%; Vif-A3G inh: 0%; Glioma ERSR ind: 4%; D1 antagonist: 19; LDHA inh: -1; D2 potentiator: -7; D1 potentiator: -10

What do the screens show for `CCN(CC)S(=O)(=O)c1ccc(Cl)c(NC2=NCCCCC2)c1`?
Vif-A3F inh: -12%; D1 ag: 4; RXFP1 agonist: -0.6%; Vif-A3G inh: 4%; Glioma ERSR ind: -3%; D1 antagonist: -18; LDHA inh: -5; D2 potentiator: -10; D1 potentiator: -5

Results for COc1ccc(NC(=O)C2=C(C)Nc3ncnn3C2c2ccc(C)o2)cc1 (stereo not drawn) ?
Vif-A3F inh: -1%; D1 ag: 1; RXFP1 agonist: -1.8%; Vif-A3G inh: -2%; Glioma ERSR ind: -4%; D1 antagonist: 2; LDHA inh: -9; D2 potentiator: -7; D1 potentiator: 5

Results for Cc1cccnc1NC(=O)c1ccc(S(=O)(=O)N2CCC(C)CC2)cc1 ?
Vif-A3F inh: -4%; D1 ag: -1; RXFP1 agonist: 0.6%; Vif-A3G inh: 1%; Glioma ERSR ind: -4%; D1 antagonist: -23; LDHA inh: -3; D2 potentiator: -5; D1 potentiator: -10

Quoted at random: 2 records from the list.
Results for COC(=O)C1CCN(C(=O)CSc2nnc(-c3ccncc3)o2)CC1 ?
Vif-A3F inh: -3%; D1 ag: 3; RXFP1 agonist: 0.1%; Vif-A3G inh: -1%; Glioma ERSR ind: -2%; D1 antagonist: -7; LDHA inh: -3; D1 potentiator: -3

How did CC(C)COc1ccc(/C(O)=C2/C(=O)C(=O)N(CCN(C)C)C2c2ccncc2)cc1 (stereo not drawn) do in these assays?
Vif-A3F inh: 5%; D1 ag: 3; RXFP1 agonist: 2.3%; Vif-A3G inh: 3%; Glioma ERSR ind: -3%; D1 antagonist: -8; LDHA inh: -8; D2 potentiator: -2; D1 potentiator: 3

Some of the compounds tested (hit frequency here may not be typical).
